# High-throughput results from PubChem.
# BRCA1 expr up = activators of BRCA1 expression | MCF7-BRCA1-FFLuc reporter, luminescence, 48 h; response scale: scaled: vehicle 0%, 10 µM genistein 100% | Potency, µM (top dose mostly 46.1 µM), for the others: top-dose activation, most hits filed as activators | 1.1% of 380,000 active; active = well fitted activation curve with a large enough effect; inconclusive = small, poorly fitted or top-dose-only effect; inactive = no such curve, though single readings can be large or run the other way; also: nearly all actives have a fitted effect of over 80% in size; some results filed as inactive show a strong effect at the top dose
#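 Luminescence from a BRCA1-driven firefly luciferase in MCF7 cells was read after 48 h compound exposure at 37 C. Data normalized against DMSO and a 10microM genistein activation control, then curve-fitted across the titration.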
# Numbers without * were called inactive; ? = inconclusive. Potency is read from the fitted curve at half-maximal effect.
# Sample of the layout:
SMILES,BRCA1 expr up
O=S1(=O)CCS(=O)(=O)C1c1ccccc1,-38.6%
Fc1cc(Cl)ccc1Nc1nc(NCc2ccccc2)nc2ccsc12,-48.4%
OC(c1ccc(-c2ccccc2)cc1)c1ncc(-c2cccc(F)c2)[nH]1 (stereo unspecified),-22.9%
COc1ccc(S(=O)(=O)NC(=O)C2(C)CCN2C(=O)CCC2CCCC2)cc1OC (stereo unspecified),2.7%
COc1ccc2sc(-c3ccccc3OC)c(-c3ccc(SC)cc3)c2c1,14.5%
OC(c1ccc(F)c(F)c1)c1nc(-c2cccc(F)c2)cs1 (stereo unspecified),10.8%
OC(c1ccc(F)c(F)c1)c1nc(-c2ccncc2)cs1 (stereo unspecified),-0.6%
O=C1CCCCC1Sc1ccc(Cl)cc1[N+](=O)[O-] (stereo unspecified),-30.3%
C#CCNC(=O)C[C@@H]1C[C@@]2(C(=O)OCC)CCCC=C2N(Cc2ccco2)C1=O,22.7%
C[C@H](CO)N1C[C@H](C)[C@@H](CN(C)C(=O)c2cnccn2)Oc2cc(C#CCC3CCCC3)ccc2S1(=O)=O,-1.7%
CCOC(=O)C1(Cc2ccccc2C)CCCN(C(=O)c2ccc(C(C)=O)s2)C1 (stereo unspecified),-1.7%
CC(C)(COC(=O)C(c1ccccc1)c1ccccc1)CN1CCOCC1,-12.3%
COC(=O)[C@@H](Cc1ccccc1)NC(=O)[C@H]1O[C@@H](n2cnc3c(N)ncnc32)[C@H](O)[C@@H]1O,1.2%
CCNC(=O)C1(C)CCCN(Cc2cccc3ccccc23)C1 (stereo unspecified),13.5%
c1csc(CNc2nc(NCC3CCCCC3)c3sccc3n2)c1,-21.2%

# The whole of this part, from the first entry:
SMILES,BRCA1 expr up
O=S1(=O)CCS(=O)(=O)C1c1ccccc1,-38.6%
Fc1cc(Cl)ccc1Nc1nc(NCc2ccccc2)nc2ccsc12,-48.4%
OC(c1ccc(-c2ccccc2)cc1)c1ncc(-c2cccc(F)c2)[nH]1 (stereo unspecified),-22.9%
COc1ccc(S(=O)(=O)NC(=O)C2(C)CCN2C(=O)CCC2CCCC2)cc1OC (stereo unspecified),2.7%
COc1ccc2sc(-c3ccccc3OC)c(-c3ccc(SC)cc3)c2c1,14.5%
OC(c1ccc(F)c(F)c1)c1nc(-c2cccc(F)c2)cs1 (stereo unspecified),10.8%
OC(c1ccc(F)c(F)c1)c1nc(-c2ccncc2)cs1 (stereo unspecified),-0.6%
O=C1CCCCC1Sc1ccc(Cl)cc1[N+](=O)[O-] (stereo unspecified),-30.3%
C#CCNC(=O)C[C@@H]1C[C@@]2(C(=O)OCC)CCCC=C2N(Cc2ccco2)C1=O,22.7%
C[C@H](CO)N1C[C@H](C)[C@@H](CN(C)C(=O)c2cnccn2)Oc2cc(C#CCC3CCCC3)ccc2S1(=O)=O,-1.7%
CCOC(=O)C1(Cc2ccccc2C)CCCN(C(=O)c2ccc(C(C)=O)s2)C1 (stereo unspecified),-1.7%
CC(C)(COC(=O)C(c1ccccc1)c1ccccc1)CN1CCOCC1,-12.3%
COC(=O)[C@@H](Cc1ccccc1)NC(=O)[C@H]1O[C@@H](n2cnc3c(N)ncnc32)[C@H](O)[C@@H]1O,1.2%
CCNC(=O)C1(C)CCCN(Cc2cccc3ccccc23)C1 (stereo unspecified),13.5%
c1csc(CNc2nc(NCC3CCCCC3)c3sccc3n2)c1,-21.2%
CC(C)C(N)c1csc(Nc2ccccn2)n1 (stereo unspecified),15.2%
O=S(=O)(Nc1cccc(F)c1)c1ccc(S(=O)(=O)N2CCOCC2)cc1,11.8%
CCOC1=C2[C@@H](CN(S(=O)(=O)c3ccc(C)cc3)[C@H]2c2ccccc2F)[C@H]2C(=O)N(C3CCCCC3)C(=O)[C@H]2C1,1.7%
COc1ccc(S(=O)(=O)NC(=O)C2(C)CCN2C(=O)Cc2cc(C)cc(C)c2)cc1 (stereo unspecified),0.0%
O=c1[nH]c(-c2ccccc2)nc(CN2CCCCC2)c1O,1.1%
C(=NOCCc1ccccc1)c1cccnc1,?
COCC(=O)Nc1ccc(S(=O)(=O)Nc2onc(C)c2C)cc1,1.5%
CCN1C(=O)[C@H]2[C@@H](c3ccc(C)cc3)N[C@]3(CCCN(Cc4ccco4)C3=O)[C@H]2C1=O,-19.1%
S=C(c1ccco1)N1CCOCC1,-4.7%
COc1ccc2[nH]c(=O)c(-c3nnn(-c4ccc(Cl)nc4)n3)cc2c1,-9.4%
# Continued.
SMILES,BRCA1 expr up
O=C(O)c1cscc1-c1cccc2ccccc12,-4.4%
CC(=O)OCC(=O)C1(O)CCC2C3CC(F)C4=CC(=O)CCC4(C)C3C(=O)CC21C (stereo unspecified),-14.2%
CC(C)(C)c1cc(NC(=O)CCSc2nnc3ccccn23)cc(C(C)(C)C)c1,-31.5%
CCOC(=O)Cc1ccc(Nc2nc(NCc3cccs3)nc3ccsc23)cc1,-32.8%
COc1cccc(NC(=O)C2(C)CCN2Cc2ccc(-c3ccccc3)o2)c1 (stereo unspecified),-15.1%
CCNC(=O)C1(C)CCCN1Cc1cccc(C(F)(F)F)c1 (stereo unspecified),0.0%
O=C1CSC(=S)N1N=Cc1ccc(Cl)s1,-4.3%
Cc1ccc(C(=O)Nc2ccncc2)cc1S(=O)(=O)N1CCCCC1,-28.4%
CC(C)c1ccc(C(=O)N2CCCCC2c2cc(C(=O)NCc3cccnc3)no2)cc1 (stereo unspecified),2.9%
Cc1ccc([C@H]2C[C@@H](n3cc(-c4ccc(F)cc4)nn3)[C@H](O)CN2C(=O)C2CCCCC2)cc1,-22.2%
CCOC(=O)C1(C)CCCN1C(=O)c1cncc(Br)c1 (stereo unspecified),7.1%
CCc1nc2ccc(C(=O)Nc3cccc(OCC(=O)N(C)C)c3)cn2c1N(CCC(C)C)CCN(C)C,0.1%
OCCCn1c(C2CCCN2c2nc(-c3ccc(F)cc3)cs2)nc2cc(Cl)c(N3CCCCC3)cc21 (stereo unspecified),-37.3%
CCOc1ccc(/C=N/Nc2cc(N3CCOCC3)ncn2)c(O)c1,-64.7%
CCc1nc2ccc(C(=O)NCCOc3ccc(OC)cc3)cn2c1N(C)Cc1ccc(OC)cc1,0.0%
CCc1nc2c(OCc3ccc(C(=O)OC)cc3)cccn2c1N(C)C(=O)c1ccc(OC)cc1,0.0%
CCCCCCCCN1C(=O)[C@H](CC(=O)N2CCN(C(=O)c3ccco3)CC2)C[C@@]2(C(=O)OC)CCCCC=C12,-13.2%
COC(=O)C1CCN(C2CN(Cc3ccccc3)S(=O)(=O)C2)CC1 (stereo unspecified),13.3%
CC(C)NC(=O)C1(C)CCN1C(=O)c1ccccc1Oc1ccccc1 (stereo unspecified),12.7%
CC(=O)Nc1ccc2c(c1)ncn2C1CCCCC1,23.5%
COc1ccc(OC)c(NS(=O)(=O)c2ccc3[nH]c(=O)[nH]c3c2)c1,-0.3%
CCc1nc2ccc(C(=O)Nc3ccc(Cl)c(Cl)c3)cn2c1N(C)Cc1ccc(OC)cc1,-33.6%
CC1(C(=O)NS(=O)(=O)c2cccc(F)c2)CCN1C(=O)Cc1ccccc1Cl (stereo unspecified),9.9%
CCCCN(C(=O)c1cccc(S(=O)(=O)N(CC)c2ccccc2)c1)c1c(N)n(CCCC)c(=O)[nH]c1=O,-9.0%
COCCCn1cc(CN2CC(N3CCCCC3)CS2(=O)=O)nn1 (stereo unspecified),2.3%
# Going on with the list.
SMILES,BRCA1 expr up
O=C(COc1ccccc1C(=O)Nc1ccccc1)Nc1cccc([N+](=O)[O-])c1,7.2%
COc1ccccc1NS(=O)(=O)c1cccc(C(=O)N/N=C(/C)c2ccc(-n3ccnc3)cc2)c1,-43.2%
CNc1cncc(-c2ccc(OCCCN(C)C)nc2)n1,43.3%
C[C@@H]1CN([C@H](C)CO)S(=O)(=O)c2ccc(Br)cc2O[C@@H]1CN(C)C(=O)CN1CCOCC1,-5.1%
CC1C(=O)N(Cc2cn(CCC3OCCCO3)nn2)CCS(=O)(=O)N1Cc1ccc(-c2ccc(Cl)cc2)cc1 (stereo unspecified),-57.2%
O=c1ccn([C@@H]2O[C@H](CNS(=O)(=O)c3cc4ccccc4s3)[C@@H](O)[C@H]2O)c(=O)[nH]1,12.9%
CN(CC(=O)Nc1ccc(F)c(F)c1F)C(=O)C1(c2ccccc2)CC1,-9.8%
COC(=O)C=CC(=NNc1ccccc1)c1ccccc1,-32.1%
Cc1ccc(Cc2c(C3CCCCC3)nc3ccc(C)cn23)cc1,-26.9%
Cc1ccccc1-c1nc(NCCN(C)C)nc2ccsc12,8.0%
Cc1ccc(NS(=O)(=O)c2ccc(C)c(NC(=O)c3ccc(S(=O)(=O)N4CCCCCC4)cc3)c2)c(C)c1,-8.6%
CC(C)C[C@@H]1COc2cc(N3CCC[C@@H]3CO)ccc2S(=O)(=O)N1,0.0%
N[C@@H](Cc1cnc[nH]1)C(=O)Nc1ccc2ccccc2c1,10.7%
CCOC(=O)[C@]12CCC=C1N(Cc1ccco1)C(=O)[C@H](CC(=O)NCCCOC)C2,1.6%
CCOc1ccc(-c2cc(C(=O)N3CCC(C)CC3)c3ccccc3n2)cc1,46.0%
COC(=O)N1CCCCC1c1cc(C(=O)Nc2ccc3c(c2)OCO3)no1 (stereo unspecified),15.8%
COc1ccc(C(=O)N2CCCC(c3cc(C(=O)NCc4ccccc4)no3)C2)cc1 (stereo unspecified),3.4%
COc1ccc(-c2ccccc2)c2oc(-c3ccco3)cc(=O)c12,0.0%
CCCCN1C(=O)C(CC(=O)NCc2cccc3ccccc23)CC(C(=O)N2CCCCCC2)=C1C (stereo unspecified),3.8%
CCCCOc1ccc(S(=O)(=O)N2CCN(C)CC2)cc1,26.1%
O=C(O)c1ccccc1C=NN=C1c2ccccc2-c2ccccc21,-8.5%
CCN1C(=O)N[C@@H](c2ccccc2)[C@H](C(C)=O)[C@H]1C,-8.8%
O=C(Nc1cccc(Cl)c1)Nc1nnc([C@@H]2C[C@H](O)[C@@H](CO)O2)s1,?
CC1CCCCN1C(=S)Nc1ccc(S(=O)(=O)N2CCCCC2)cc1 (stereo unspecified),0.2%
O=C(O)C1=C[C@H](c2ccccc2)C[C@H](OCCCCO)O1,14.3%
# Following part
SMILES,BRCA1 expr up
CN(Cc1ccccc1)C(=O)c1csc([C@@H]2O[C@H](CO)[C@@H](O)[C@H]2O)n1,14.3%
O=C(CN1C(=O)c2ccccc2S1(=O)=O)Nc1cc(S(=O)(=O)N2CCOCC2)ccc1N1CCOCC1,10.6%
O=C(CCN1CCC2CCC(C2)C1)c1ccccc1 (stereo unspecified),-9.4%
CC(=O)Nc1cc(-c2cccc(C(=O)NCCN(C)C)c2)cn2c(-c3ccccc3)cnc12,17.2%
CCCCCN(C(=O)CCC(=O)OCC(=O)NCCc1ccccc1)c1c(N)n(CCCC)c(=O)[nH]c1=O,-17.6%
CS(=O)(=O)N1CCCCC1c1cc(C(=O)Nc2cccc(C#N)c2)no1 (stereo unspecified),24.3%
CCCCN(CCCC)Cc1cc(=O)oc2ccc3ccccc3c12,-1.4%
CC1(C(=O)NS(=O)(=O)c2ccc(Cl)cc2)CCN1C(=O)C1CCCCC1 (stereo unspecified),49.5%
CN(CC(=O)Nc1cccc(F)c1)C(=O)c1cn(-c2ccccc2)nc1-c1cccs1,-44.7%
CCc1nc2c(OCc3ccc4c(c3)OCO4)cccn2c1N(C=O)Cc1ccccc1,18.2%
O=C(CC1Oc2ccccc2NC1=O)NCCCN1CCN(C2CCCCC2)CC1 (stereo unspecified),-10.5%
Cc1c(Cl)ccc2c(C(O)CBr)cc(-c3ccccc3)nc12 (stereo unspecified),-59.3%
COc1ccc(C(C)=O)cc1CC1(C)C(=O)Nc2ccc(-c3cccc(C(F)(F)F)c3)cc21 (stereo unspecified),-58.8%
COc1cc(/C=C/CNC[C@H]2O[C@@H](n3cnc(C(N)=O)n3)[C@H](O)[C@@H]2O)ccc1O,2.2%
CC(C)N(C)c1ncnc2c1ncn2[C@H]1CN(CCN2CCOCC2)C[C@@H](CO)O1,14.4%
COCCn1c(SCC(=O)Nc2ccc(OC)c(S(N)(=O)=O)c2)nc2ccccc2c1=O,-3.7%
CCN(C(=O)CN1C(=O)S/C(=C\c2ccccc2Cl)C1=O)C1CCS(=O)(=O)C1 (stereo unspecified),1.0%
Cc1cc(C)c2nc3sc(=Cc4ccc(-c5ccccc5C(=O)O)o4)c(=O)n3c2c1,16.4%
Cc1ccc(Cc2c(-c3ccc(C)cc3)nc3cc(C)ccn23)cc1,-8.9%
CCCCn1nnnc1C1(C)CCC(=O)N1CCOc1ccccc1 (stereo unspecified),-3.5%
O=C(/C=C/c1ccccc1)Nc1cccc(C(=O)N2CCCCC2)c1,42.8%
Nc1nc(N)c2cc(S(=O)(=O)c3cccc(C(F)(F)F)c3)ccc2n1,-20.1%
COc1ccc(NC(=O)C[C@H]2C(=O)N(Cc3ccccc3)C[C@@H]2CSC)cc1,20.4%
CCN1C[C@@H]2[C@@H]3C(=O)N(C)C(=O)[C@@H]3[C@](Cc3ccccc3)(C1=O)N2C(=O)c1ccc(F)cc1,-2.1%
Cc1cccc(C)c1-n1nnnc1C(CCc1ccccc1)N1CCN(C/C=C/c2ccccc2)CC1 (stereo unspecified),13.2%
# Next structures follow.
SMILES,BRCA1 expr up
CCc1nc2ccc(C(=O)N3CCN(C(=O)c4ccco4)CC3)cn2c1N(C)Cc1nccn1C,34.6%
CC(=O)c1ccc([N+](C)(C)C)cc1,1.9%
Cc1cnc2c(N)cc(C)c(C)c2c1,-20.8%
COc1ccc(C(=O)Nc2ncnc3nc[nH]c23)cc1,5.1%
COc1ccc(CNCCS(=O)(=O)NCc2ccc(OC)cc2)cc1,8.1%
O=C1NC(Cc2ccc(O)cc2)c2nc3ccc(F)cc3c(=O)n2-c2cc3ccccc3cc21 (stereo unspecified),-66.1%
O=C1C=CC(=Nc2ccc3c(c2)Cc2cc(F)ccc2-3)O1,?
O=C1CC(c2ccc(Cl)cc2)Oc2ccc(Cl)cc21 (stereo unspecified),18.0%
Cc1ccc(NS(=O)(=O)c2cccc(C(=O)NC3CCN(Cc4ccccc4)CC3)c2)c(C)c1,-48.0%
CC(=O)c1cc(C#N)c(Oc2ccc(Cl)cc2Cl)nc1C,1.2%

# A portion of the library, so the mix of outcomes need not match the whole.
